TWEAK-Fn14 inh – inhibitors of TWEAK-Fn14 interaction signaling; inhibition, % at 10 µM; TWEAK-stimulated Fn14 reporter cells, luciferase luminescence, 8 h; hit rate 2% among 360,000; AID 1159606; in the data active = inhibition above about 50%
TRAIL sens C8 – caspase-8 TRAIL sensitization. hit rate 1% among 360,000. NB7+C8 cells + TRAIL, ATPlite viability luminescence. inhibition (viability loss, TRAIL sensitization), % at 10 µM;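 active = compounds causing at least 50% loss of cell viability in the single-dose screen, relative to plate controls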
MITF TRPM1 inh – reduces MITF-dependent TRPM1 promoter luciferase signal. SK-MEL-5 TRPM1 promoter luciferase, 24 h. inhibition, % at 12.5 µM. hit rate 0.83% among 330,000. AID 488899;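 active = mean inhibition across replicates of 60% or more, whatever share of single replicates reaches that level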; note: values of inactives mirror those of a sister screen read the other way
KKLEB tox – counter-screen for CF NF-kB inhibitors: cytotoxicity; KKLEB CF airway cells viability, ATPlite luminescence, overnight; stronger effect = lower value; cells stimulated with P. aeruginosa culture filtrate; activity change (cytotoxicity), % at 5 µM; hit rate 0.36% among 360,000;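 active = corrected activity change at or below -50% at 5 µM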
Peg3 promoter – Peg3 promoter activity inhibition; HeLa PEG-Prom luciferase reporter, luminescence, overnight; inhibition, % at 20 µM; hit rate 1.7% among 360,000; AID 588405;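 active = inhibition of at least 50% at 20 µM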
HIF-2a inh – inhibitors of HIF-2a; 786-0 RCC cells HIF-2a reporter, luciferase luminescence, overnight; inhibition, % at 18.8 µM; hit rate 0.72% among 360,000; AID 624352;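 active = inhibition of the luminescence signal of 40% or more relative to plate controls, in a single-dose primary screen at 18.75 µM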
Shn3 inh set2 – Schnurri-3 reporter inhibition in Clone20 osteoblasts | hit rate 0.52% among 360,000 | Clone20 osteoblast Shn3 3'UTR firefly luciferase, 24 h | inhibition, % at 12.5 µM;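 active = mean inhibition of at least 75% with every replicate also reaching 75%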;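 note: 0% = median of neutral control wells and 100% = pilot-screen positive control compound; some compounds past the cut are filed as inactive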
CF NFkB block – inhibitors of cystic fibrosis induced NF-kB; KKLEB NF-kB-GFP reporter, PAF-induced, GFP fluorescence overnight; inhibition, % at 5 µM; hit rate 0.86% among 360,000;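 active = at least 50% inhibition at 5 µM, scaled per plate between neutral and stimulator controls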;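 note: PAF is a Pseudomonas aeruginosa culture filtrate used as stimulus; plate controls were PAF-stimulated DMSO wells for no effect and unstimulated DMSO wells for full effect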
NR2E3 ag-1 – agonists of human NR2E3 nuclear receptor. Q9Y5X4. CHO-S Gal4-NCOR/VP16-NR2E3 two-hybrid, luciferase. inhibition of corepressor binding, % at 3.98 µM. hit rate 0.35% among 360,000. AID 602229;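 active = inhibition above the mean of all tested compounds plus 3 SD, cut at about 70% in these data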;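 note: 0% = DMSO with NR2E3 transfected cells and 100% = cells lacking NR2E3 construct; higher means lower luciferase signal from less NR2E3 corepressor binding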
Target sequence (Q9Y5X4 whole entry, looked up, the tested form may be a part): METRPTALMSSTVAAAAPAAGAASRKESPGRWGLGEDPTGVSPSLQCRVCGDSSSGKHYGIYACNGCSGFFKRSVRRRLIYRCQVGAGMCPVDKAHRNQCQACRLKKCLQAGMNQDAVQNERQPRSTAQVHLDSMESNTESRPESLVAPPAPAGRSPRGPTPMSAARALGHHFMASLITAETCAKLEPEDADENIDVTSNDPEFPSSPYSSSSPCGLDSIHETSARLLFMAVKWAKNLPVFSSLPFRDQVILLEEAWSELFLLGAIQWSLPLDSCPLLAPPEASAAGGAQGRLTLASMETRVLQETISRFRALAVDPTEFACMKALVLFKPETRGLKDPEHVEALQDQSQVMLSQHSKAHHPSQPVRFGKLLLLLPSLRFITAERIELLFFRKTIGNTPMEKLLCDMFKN
TROY NFkB inh – blocks TROY-dependent signaling in reporter cells; Q293 LMP1-TROYcd NF-kB luciferase reporter, 4 h; inhibition, % at 10 µM; hit rate 0.98% among 360,000;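 active = compounds whose plate-normalised and pattern-corrected inhibition of the luciferase reporter signal at the single screening dose is 50% or more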
NR2E3 ag-2 – NR2E3 (human) agonism; inhibition of corepressor binding, % at 4.78 µM; hit rate 0.12% among 320,000; AID 2300; Q9Y5X4; GST-NR2E3/biotin-RetCOR TR-FRET, 1536-well;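 active = percent inhibition above the cutoff of mean plus 3 SD of all tested compounds, set per screening campaign, cut at about 20% in these data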;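 note: 0% = DMSO wells and 100% = biotin wells as full block of FRET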
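System: GST-NR2E3 and biotin-RetCOR proteins; probe or stimulus: 7 nM biotin-RetCOR; doses: compound at 4.8 µM, single dose; schedule: Compound–protein incubation for 5 h at 4 °C; detection: time-resolved FRET; read-out: percent inhibition; controls: biotin wells as high control, 0.6% DMSO wells as low control; format: 1536-well plates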
Starred values were filed as active, the others as inactive; · = not tested or not shown. A portion of the library; rates above refer to the full screens.

molecule,TWEAK-Fn14 inh,TRAIL sens C8,MITF TRPM1 inh,KKLEB tox,Peg3 promoter,HIF-2a inh,Shn3 inh set2,CF NFkB block,NR2E3 ag-1,TROY NFkB inh,NR2E3 ag-2
Cc1ccccc1C(=O)/C=C1/c2ccccc2CC(C)(C)N1C,8,15,3,1,-7,16,-8,0,-9,-28,2
CCC(C)NS(=O)(=O)c1ccc(NS(=O)(=O)c2ccc(F)cc2)cc1 (stereo not given),0,-2,9,7,7,15,20,2,5,-13,0
CC(C)N(C)C1CCN(C(=O)Nc2ccc(Cl)c(Cl)c2)CC1,-5,3,2,0,-15,0,1,-23,9,-7,2
COc1cccc(-c2nc(CS(=O)(=O)CC(=O)NCCc3ccc(OC)c(OC)c3)c(C)o2)c1,-15,-4,0,-13,4,10,2,-3,-20,9,-1
COCC(C)n1c(C)cc(C(=O)COC(=O)/C=C/c2cccc(F)c2)c1C (stereo not given),7,-15,2,-10,9,17,8,-9,-4,17,-1
CCn1nccc1C(=O)Nc1cccc(C)c1C,-13,-8,17,6,3,13,8,-6,-6,-9,2
CCOc1ccc(CN2CCNC(=O)C2CC(=O)N(C)CC2CCOCC2)cc1 (stereo not given),20,0,9,16,-2,4,3,-36,-18,-12,1
CCc1ccc(CCC(=O)Nc2nnc(CC)s2)o1,-2,-36,8,3,-1,-34,10,11,-3,-4,5
COc1ccc(-c2c[n+]3c(n2-c2ccccc2)CCCCC3)cc1,18,35,26,0,14,12,80,3,2,21,1
COc1ccc(CC(=O)Nc2ccc3c(c2)OC2(CCCC2)O3)c(OC)c1,-12,3,·,1,4,-12,17,0,-21,-13,·
Cc1ccccc1C(=O)Nc1ccc2nc3n(c(=O)c2c1)CCCC3,-10,30,-29,-28,-46,-60,-29,12,-25,4,-2
Cc1ccc(C2=NCCNC2=O)c(C)c1,15,6,-7,-5,2,-2,-28,-11,-5,-20,4
Cc1ccccc1-n1c(=O)cc(N2CC(C)OC(C)C2)[nH]c1=O (stereo not given),-26,-7,-11,4,-1,-11,-2,12,-15,-32,2
CCC(Sc1nc2ccccc2c(=O)n1CC1CCCO1)C(=O)NCc1cccnc1 (stereo not given),-2,-3,5,-11,10,12,-9,-2,-9,9,-3
C=CCN1C(=O)c2oc3ccccc3c(=O)c2C1c1ccc(O)c(OC)c1 (stereo not given),-4,-3,-1,2,-9,-3,9,-13,2,-12,-1
CCCNc1c(NS(=O)(=O)c2ccc(C3CCCCC3)cc2)c(=O)oc2ccccc12,-44,-1,-4,-2,18,7,-5,4,-5,14,-1

Compound profiles (already shown):
`C=CCN1C(=O)c2oc3ccccc3c(=O)c2C1c1ccc(O)c(OC)c1` (stereo not given) reads TWEAK-Fn14 inh: -4; TRAIL sens C8: -3; MITF TRPM1 inh: -1; KKLEB tox: 2; Peg3 promoter: -9; HIF-2a inh: -3; Shn3 inh set2: 9; CF NFkB block: -13; NR2E3 ag-1: 2; TROY NFkB inh: -12; NR2E3 ag-2: -1
`Cc1ccccc1C(=O)Nc1ccc2nc3n(c(=O)c2c1)CCCC3` reads TWEAK-Fn14 inh: -10; TRAIL sens C8: 30; MITF TRPM1 inh: -29; KKLEB tox: -28; Peg3 promoter: -46; HIF-2a inh: -60; Shn3 inh set2: -29; CF NFkB block: 12; NR2E3 ag-1: -25; TROY NFkB inh: 4; NR2E3 ag-2: -2

More compounds follow:
molecule,TWEAK-Fn14 inh,TRAIL sens C8,MITF TRPM1 inh,KKLEB tox,Peg3 promoter,HIF-2a inh,Shn3 inh set2,CF NFkB block,NR2E3 ag-1,TROY NFkB inh,NR2E3 ag-2
COc1ccccc1C(=O)NCC(=O)NCCCN1CCOCC1,-19,-15,-8,7,-1,5,-4,-23,-27,1,4
COCCN1CCN(C(=O)c2cc(COc3ccc(Cl)cc3OC)on2)CC1,-4,-12,-83,-7,-311,-229,-97,4,-83,-124,-2
CNCc1cn2cc(Cl)ccc2n1,27,2,-8,4,-1,21,54,1,-4,2,0
O=c1cccc2c1c1cc[nH]c3ccc(=O)n2c31,54*,30,29,-4,28,36,-27,47,30,41,0
N#CCc1ccc(NC(=O)/C=C/c2ccc([N+](=O)[O-])o2)cc1,61*,46,100*,-13,106*,65*,64,-28,50,-18,·
O=C(Nc1c2c(nn1-c1ccc(Cl)cc1)CS(=O)(=O)C2)C1CC1,-12,-7,11,10,3,15,13,-18,-13,-17,3
C=CCc1cc(C)ccc1OCCOCCN1CCN(C)CC1,3,-4,0,-3,8,4,10,9,-15,7,1
CCOC(=O)C(=O)Cc1nc2ccccc2s1,-14,12,3,4,-10,-37,-42,-2,-9,-17,1

A different layout for part of the listing above:
Screens in order – TWEAK-Fn14 inh, TRAIL sens C8, MITF TRPM1 inh, KKLEB tox, Peg3 promoter, HIF-2a inh, Shn3 inh set2, CF NFkB block, NR2E3 ag-1, TROY NFkB inh, NR2E3 ag-2
O=c1cccc2c1c1cc[nH]c3ccc(=O)n2c31
 : 54*, 30, 29, -4, 28, 36, -27, 47, 30, 41, 0
N#CCc1ccc(NC(=O)/C=C/c2ccc([N+](=O)[O-])o2)cc1
 : 61*, 46, 100*, -13, 106*, 65*, 64, -28, 50, -18, ·
O=C(Nc1c2c(nn1-c1ccc(Cl)cc1)CS(=O)(=O)C2)C1CC1
 : -12, -7, 11, 10, 3, 15, 13, -18, -13, -17, 3

(listing goes on)
molecule,TWEAK-Fn14 inh,TRAIL sens C8,MITF TRPM1 inh,KKLEB tox,Peg3 promoter,HIF-2a inh,Shn3 inh set2,CF NFkB block,NR2E3 ag-1,TROY NFkB inh,NR2E3 ag-2
CCN(CC)C(=O)[C@H]1CC(CC(=O)NCCCn2ccnc2)C(=O)N2CCc3c([nH]c4ccccc34)[C@]12C (stereo not given in full),4,-21,-3,16,-8,6,4,-1,-45,-24,·
CC(C)(C)NC(=O)NC(=O)Cn1cc(C(F)(F)F)ccc1=O,4,14,-3,-10,4,9,2,-8,-21,10,-1
C#CCn1ccc(O)c(Cc2c(F)cccc2Cl)c1=O,6,5,-14,-6,-8,-6,-21,5,6,-1,-2
Cc1ccc(OCC(=O)Nc2ccccc2N2CCCC2)c(C)c1,-4,1,-1,-1,-19,-74,-8,-16,-38,-55,2
CCN(CC)Cc1c(O)ccc2c(=O)c(Oc3ccccc3OC)coc12,45,-2,-3,12,0,7,-8,-4,-30,·,2
Cc1nn(CC(=O)Nc2cccc(O)c2)c(=O)c2ccccc12,14,-15,·,-5,7,4,5,5,3,-6,·
CN(C)C(=O)c1cn(-c2ccccc2)nc1-c1cc2ccccc2o1,-15,-2,1,-5,-7,-24,-10,1,-1,1,-2
CCOc1ccc(OCc2ccc(C(=O)N(C)c3ccccc3)o2)cc1,-13,-22,9,10,-21,-53,-5,-11,-63,-26,·

New compounds follow.
compound,TWEAK-Fn14 inh,TRAIL sens C8,MITF TRPM1 inh,KKLEB tox,Peg3 promoter,HIF-2a inh,Shn3 inh set2,CF NFkB block,NR2E3 ag-1,TROY NFkB inh,NR2E3 ag-2
COCCn1c(SCC(=O)Nc2sccc2C(N)=O)nc2cc(Cl)ccc2c1=O,45,23,6,2,52*,14,66,-8,-1,36,1
COc1cccc(C2(C)NC(=O)N(CC(=O)c3cc(C)n(C4CC4)c3C)C2=O)c1 (stereo not given),-3,-7,-3,9,6,-5,-8,9,15,-22,1
Nc1ccn([C@@H]2O[C@H](CNCc3ccc(C#CCCO)cc3)[C@@H](O)[C@H]2O)c(=O)n1,-10,-3,·,-7,-1,3,7,5,-27,-2,·
COc1cccc(C(=O)NCCNC(=O)c2ccco2)c1,14,3,6,0,2,-4,0,-10,-26,-13,1
O=C(NCCO)c1ccc(-c2nnc(N3CCOCC3)c3ccccc23)cc1,-3,-22,11,14,-7,14,-8,-13,12,-24,0
CN(CCc1ccccc1)C(=O)c1ccc(NC(=O)Cc2cccc(NC(=O)C3CCN(C(=O)C4CCCCC4)CC3)c2)cc1,6,14,5,12,-2,-6,3,-9,-15,7,·
COc1ccccc1-c1coc2c(CN3CCCC(C)C3)c(O)ccc2c1=O (stereo not given),11,7,3,9,1,8,1,-14,-22,-11,5
COc1ccc2ccc(OC)c(/C=N/n3cnnc3)c2c1,-13,-7,4,9,-58,-16,-4,-27,-14,18,2
CCc1cc2c(=O)n(CCC(C)C)c(=S)[nH]c2s1,8,-7,16,3,10,-4,-3,2,-1,16,7
COc1ccc(OC)c(CN2CCCC(C(=O)c3ccccc3SC)C2)c1 (stereo not given),-2,18,-4,6,11,24,21,6,-38,-11,-4
COc1ccc(CCNC(=O)CSc2nnc3ccc(-c4ccccn4)nn23)cc1,2,-2,-2,-3,8,-7,-2,-7,5,-4,3
CCOC(=O)[C@]12CCC=C1N(CCC1=CCCCC1)C(=O)[C@H](CC(=O)NCc1ccccc1)C2,4,-4,·,·,·,-5,·,·,15,-3,·
O=C(O)c1cc(S(=O)(=O)N(Cc2ccccc2)c2cccc(C(F)(F)F)c2)ccc1Cl,9,9,11,-3,3,2,3,-5,13,3,1
COCCOC(=O)C(CC(=O)O)NCc1ccco1 (stereo not given),-24,-7,-2,6,4,9,-3,-1,0,11,4
CC1(Oc2ccc(CC#N)cc2)CCN(Cc2ccc(-n3ccnc3)cc2)C1 (stereo not given),-2,-15,·,0,14,-3,-6,-23,9,5,·
COc1cccc(-n2c(C)cc(/C=C3\C(=N)N4N=C(CC(=O)N5CCOCC5)SC4=NC3=O)c2C)c1,-6,24,-11,-8,8,3,-23,0,13,19,1
CC(C)(C)c1ccc(C(=O)NCCOc2ccccc2F)cc1,95*,19,26,-1,67*,41*,24,13,43,75*,2
CC(CCc1ccccc1)NC(=O)CCN1N=C(c2ccccc2)CCC1=O (stereo not given),-12,-7,6,-5,12,9,3,0,-15,-8,-2
O=C(Nc1cn(-c2ccccc2)nc1-c1ccc(F)cc1)c1ccccc1,25,17,-17,5,5,-8,-4,-1,-16,-21,1
CCOCCn1c(CN2CCCC(C)C2)nc2c1c(=O)n(C)c(=O)n2C (stereo not given),3,19,·,29,-1,13,-14,-27,-42,-2,2
CCN(C(=O)CSc1nnc(COc2cccc(C)c2)o1)c1nc(C)cs1,34,1,11,5,8,9,-18,-5,-4,2,0
Cc1noc(C)c1S(=O)(=O)NCc1cccc(Cl)c1,11,2,2,0,10,6,-10,-34,18,14,4

Source: PubChem (several laboratories)
